RXFP1 agonist: qHTS Assay for Agonists of the Relaxin Receptor RXFP1. Relaxin receptor 1 (Homo sapiens), Q9HBX9. HEK293T-RXFP1 cAMP TR-FRET, 30 min; response scale: percent of porcine relaxin response, buffer zero. Potency, µM (titrated, usually from 57.5 µM), for inactives: top-dose activation, hits mostly activators. 370,000 tested, 0.3% active. AID 2676, 2010; active = well fitted activation curve with a large enough effect; note: potency is the fitted concentration of half-maximal effect; % is set by controls: 0 for no effect and ±100 for the full control effect; nearly all actives have a fitted effect of over 60% in size; many of its hits are not listed in these tables
Target sequence (Q9HBX9 whole entry, looked up): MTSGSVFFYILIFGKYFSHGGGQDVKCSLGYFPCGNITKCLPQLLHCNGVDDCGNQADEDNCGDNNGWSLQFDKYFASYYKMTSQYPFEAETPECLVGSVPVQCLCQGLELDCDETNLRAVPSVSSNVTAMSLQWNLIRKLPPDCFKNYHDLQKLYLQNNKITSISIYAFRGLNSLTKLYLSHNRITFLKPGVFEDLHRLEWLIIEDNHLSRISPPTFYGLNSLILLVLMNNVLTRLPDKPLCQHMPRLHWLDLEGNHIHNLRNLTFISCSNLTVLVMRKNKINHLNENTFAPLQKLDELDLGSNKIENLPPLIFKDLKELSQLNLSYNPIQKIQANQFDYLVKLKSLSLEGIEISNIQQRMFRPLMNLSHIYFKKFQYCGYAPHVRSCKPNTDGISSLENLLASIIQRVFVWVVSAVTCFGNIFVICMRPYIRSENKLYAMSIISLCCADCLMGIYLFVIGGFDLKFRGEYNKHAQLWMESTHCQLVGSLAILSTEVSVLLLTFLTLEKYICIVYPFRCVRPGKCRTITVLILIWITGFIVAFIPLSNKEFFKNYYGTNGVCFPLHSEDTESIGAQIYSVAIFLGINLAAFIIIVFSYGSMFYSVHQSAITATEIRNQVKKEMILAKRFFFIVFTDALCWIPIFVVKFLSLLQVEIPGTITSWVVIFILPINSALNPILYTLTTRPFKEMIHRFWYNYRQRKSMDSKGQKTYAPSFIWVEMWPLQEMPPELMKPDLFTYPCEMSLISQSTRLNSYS
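HEK293 cells stably expressing RXFP1, treated 30 min at 37C with compounds plus PDE4 inhibitor Ro 20174; cAMP measured by HTRF TR-FRET. Normalized to buffer and 29 nM porcine relaxin; EC50 by Hill fit.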
RXFP1 antag: qHTS Assay for Antagonists of the Relaxin Receptor RXFP1. Relaxin receptor 1 (Homo sapiens), Q9HBX9. HEK293-RXFP1, relaxin-stimulated cAMP HTRF, 30 min; hits give low values. activity change, negative = inhibition, % at 57.5 µM. 350,000 tested, 0.59% active;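 active = activity change of -60% or lower, but not beyond a set lower limit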; note: % is set by controls: 0 for no effect and ±100 for the full control effect
D2 antagonist: HTS Assay for Allosteric Antagonists of the Human D2 Dopamine Receptor: Primary Screen for Antagonists | D(2) dopamine receptor (Homo sapiens), P14416 | HEK293 TREx D2 cells, calcium flux, dopamine EC80 | inhibition, % at 10 µM | 340,000 tested, 2% active | AID 485344, 2010; in the data active = inhibition above about 30%; note: 0% is about no effect
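Overnight-induced (tetracycline, 30 C) HEK293 T-REx cells carrying force-coupled D2 receive a no-wash calcium dye, then compound, then EC80 dopamine at 180 s; signals are read kinetically throughout.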
D1 agonist: Allosteric Agonists of the Human D1 Dopamine Receptor: qHTS; AID 504660, 2011; 360,000 tested, 1% active; activation, % at 2 µM; HEK293 T-REx D1 cells, calcium flux, agonist mode; in the data active = activation above about 30%; note: 0% is about no effect
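Inducible HEK293 T-REx D1 cells, force-coupled to calcium signalling, were plated at 4000 cells/well with tetracycline and held overnight at 30 C. After no-wash calcium dye loading, compound-evoked calcium rise over 180 s flagged agonists.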
TRHR enhancer: qHTS for Small Molecule Agonists and Allosteric Enhancers of Human TRH Receptor: Primary Screen for Enhancers; Thyrotropin-releasing hormone receptor (Homo sapiens), P34981; TRHR cells, fluo-8 calcium fluorescence, EC20 TRH enhancement; enhancement, % at 2 µM; 360,000 tested, 0.66% active; in the data active = enhancement above about 30%; note: 0% is about no effect
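Enhancer read-out: after compound pinning and an initial kinetic agonist-mode read, an EC20 of TRH (10 nM final) was injected and fluo-8 calcium signal (Ex 480/Em 530) followed at 1 s/cycle for 100 cycles in TRHR-expressing cells.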
D2 PAM: HTS Assay for Positive Allosteric Modulators of the Human D2 Dopamine Receptor: Primary Screen for Potentiators | D(2) dopamine receptor (Homo sapiens), P14416 | HEK293 T-REx D2, calcium flux, EC20 dopamine potentiation | potentiation, % at 10 µM | 340,000 tested, 0.34% active | AID 485347, 2010;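 active = potentiation over 3 SD above the plate norm, cut at about 30% in these data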; note: 0% is about no effect
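Using a no-wash calcium dye in inducible, force-coupled HEK293 Trex cells expressing D2, we tracked fluorescence each second for 180 s after compound, then for 180 s after EC20 dopamine to detect augmented signalling.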
D1 antag: Antagonist of Human D 1 Dopamine Receptor: qHTS. activity change, negative = inhibition, % at 10 µM. D(1A) dopamine receptor (Homo sapiens), P21728. AID 504652, 2011. 360,000 tested, 3.2% active. HEK293 TREx D1 cells, calcium flux, dopamine EC80; hits give low values; in the data active = activity change below about -30%; note: % is set by controls: 0 for no effect and ±100 for the full control effect
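Cells carrying a force-coupled, tetracycline-inducible human D1 receptor report calcium flux. Each well gets a 10 s baseline, compound with 180 s monitoring, then an EC80 dopamine stimulus with a second 180 s kinetic read.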
D1 potentiator: Potentiators of Human D1 Dopamine Receptor: qHTS. D(1A) dopamine receptor (Homo sapiens), P21728. HEK293 TREx D1 cells, calcium flux, dopamine EC20 potentiation. potentiation, % at 10 µM. 360,000 tested, 0.036% active; in the data active = potentiation above about 30%; note: 0% is about no effect
D2 agonist: HTS Assay for Allosteric Agonists of the Human D2 Dopamine Receptor: Primary Screen for Agonists. D(2) dopamine receptor (Homo sapiens), P14416. HEK293 T-REx D2 cells, calcium flux agonist mode. activation, % at 2 µM. 340,000 tested, 0.53% active. AID 485358, 2010;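 active = activation over 3 SD above normal in the single-dose calcium agonist read, cut at about 30% in these data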; note: 0% is about no effect
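Tetracycline-induced HEK293 Trex cells with D2 receptor force-coupled to calcium signaling, plated overnight at 30 C and loaded with no-wash calcium dye. Calcium flux read kinetically for 180 s after compound addition; responses flag agonists.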
Starred values were filed as active, the others as inactive; · = no result given; & = joins results of further samples.

SMILES | RXFP1 agonist | RXFP1 antag | D2 antagonist | D1 agonist | TRHR enhancer | D2 PAM | D1 antag | D1 potentiator | D2 agonist
CCn1c(CNC(=O)c2ccco2)nnc1SCCOc1ccccc1 | -0.4% | -9 | -27 | 0 | 2 | -15 | -1 | -3 | 0.3
CCCOc1ccc(C(=O)N(Cc2ccccc2Cl)C2CCS(=O)(=O)C2)cc1 (configuration not stated) | 0.0% | -30 | · | 1 | 6 | 5 | 12 | -3 | -0.8
O=C(NCCCN1CCCC1=O)c1cccs1 | -0.9% | -4 | -5 | 0 | 6 | 5 | -12 | -1 | 0.9
O=[S+]([O-])(c1c(F)cccc1F)N1CCN([S+](=O)([O-])c2cccc3nonc23)CC1 | · | · | · | 1 | -4 | · | 3 | -1 | ·
CC(C)CN(C(=O)COC(=O)COc1ccc2ccccc2c1)c1c(N)n(Cc2ccccc2)c(=O)[nH]c1=O | 0.6% | -14 | 9 | 17 | 0 | 1 | 16 | -4 | 0.0
COc1ccc(CNC(=O)Cn2c(=O)c3cccn3c3cccnc32)cc1 | 11% | -3 | · | 1 | 5 | 4 | 6 | -2 | 0.1
Cc1ccc(-n2ncc3c(N4CCCC(C)C4)ncnc32)c(C)c1 (configuration not stated) | -15% | · | -1 | 7 | 13 | 9 | -6 | -3 | -0.8
CCCOc1cc(C)c(S(=O)(=O)n2ccc(C)n2)cc1C | 2.2% | -15 | 4 | 2 | 0 | -1 | -8 | -1 | 0.5
CSc1ccccc1C(=O)Nc1ncn[nH]1 | 2.5% | 5 | -17 | 1 | 0 | 4 | 2 | -6 | 0.1
CCOC(=O)c1ccc2ncc(C(=O)OCC)c(NCCCN3CCOCC3)c2c1 | 6.8% | -10 | 2 | 1 | 0 | -7 | -2 | 1 | -0.9

Exported with values under each structure: entries from further up.
Every second line gives: RXFP1 agonist | RXFP1 antag | D2 antagonist | D1 agonist | TRHR enhancer | D2 PAM | D1 antag | D1 potentiator | D2 agonist
> CCCOc1ccc(C(=O)N(Cc2ccccc2Cl)C2CCS(=O)(=O)C2)cc1 (configuration not stated)
    0.0% | -30 | · | 1 | 6 | 5 | 12 | -3 | -0.8
> O=C(NCCCN1CCCC1=O)c1cccs1
    -0.9% | -4 | -5 | 0 | 6 | 5 | -12 | -1 | 0.9

Following part.
SMILES | RXFP1 agonist | RXFP1 antag | D2 antagonist | D1 agonist | TRHR enhancer | D2 PAM | D1 antag | D1 potentiator | D2 agonist
Clc1ccc(OC2CCN(Cc3nc(CC4CC4)no3)CC2)cc1 | 1.0% | -17 | 7 | -1 | -5 | 1 | -4 | -6 | -0.9
O=C1S/C(=C/c2ccccc2)C(=O)N1CC(O)Cn1c2ccccc2c2ccccc21 (configuration not stated) | -0.3% | -13 | 5 | 7 | 0 | 17 | -12 | 0 | 0.8
CN1C(C(=O)Nc2ccc(F)cc2F)=CC(c2ccco2)=NS1(=O)=O | 1.3%&4.9% | -13&-10 | -15 | 5&3 | 21&0 | -2&4 | -8&6 | -9&-2 | -0.4&7.4
O=C(Nc1ccc(C(=O)N2CCN(c3ccc(Cl)cc3)CC2)cc1)C1=CSCCO1 | -0.9% | 14 | 28 | 0 | 2 | 1 | 5 | 1 | -0.3
COc1ccc(-c2cc3nccc(-c4cc(Cl)c(C)cc4O)n3n2)cc1 | 22% | · | · | -1 | -1 | 5 | 0 | -2 | -0.6
CCN1CCc2c(sc(NC(=O)c3ccc4ccccc4c3)c2C(N)=O)C1 | 4.4% | · | 1 | 25 | 3 | -16 | -9 | 0 | 8.1
CSc1nc2sc3c(c2c2nnnn12)CCCC3 | 0.0% | 6 | -6 | 1 | 8 | 7 | 7 | 1 | 0.8
Cc1cc(C)cc(C(=O)NCCn2cc(SCC(=O)N3CCOCC3)c3ccccc32)c1 | 0.4% | -4 | 10 | 0 | 8 | -2 | -16 | -1 | -0.8
NS(=O)(=O)c1ccc(CCNC(=O)CSc2cccs2)cc1 | -1.0% | 10 | -14 | 4 | -4 | 1 | -6 | -3 | 0.7
O=C(N/N=C/c1cn(Cc2ccccc2)c2ccccc12)c1cc(O)cc(O)c1 | 4.8% | 17 | -6 | 0 | -2 | 3 | -3 | -3 | -0.6
Cc1ccc(N(CC(=O)NCc2ccccc2)C(=O)c2csnn2)c(C)c1 | -0.3% | 5 | -5 | -1 | 2 | -6 | -8 | 0 | -0.2
CCOc1ccc(OCC)c(NC(=O)CCS(=O)(=O)c2ccc(C)cc2)c1 | -0.2% | 1 | 2 | 0 | -2 | -6 | -15 | 5 | -0.6
Cc1ccc(NC(=O)CC2NCCN(Cc3ccccc3)C2=O)cc1 (configuration not stated) | 0.2% | -9 | 2 | 1 | 5 | 3 | 2 | -3 | 0.8
Cc1ccc(C(=O)NNC(=O)c2cc(OCC(F)(F)F)ccc2OCC(F)(F)F)cc1 | -0.2% | 8 | 32* | 2 | -1 | 2 | 18 | -3 | ·
OCCOCCOc1cccc2[nH]ccc12 | 3.3% | 0 | · | -2 | 2 | · | 3 | -3 | ·
CC1CCN(C(=O)c2cc(Cl)nc3ccccc23)CC1 | -1.5% | 3 | · | 0 | 18 | · | -24 | -9 | ·
CCO[C@H]1OC(C(N)=O)=C[C@@H](C)[C@@H]1CCCO | -0.6% | · | 9 | -5 | 33* | -1 | -15 | -2 | 0.9
Cc1ccc(NC(=O)CCc2c(C)nn(-c3ccc(N4CCOCC4)nn3)c2C)cc1 | -5.2% | 44 | -3 | 0 | 0 | -2 | 6 | 1 | -1.0
CC(C)C(NC(=O)c1ccc(F)cc1)C(=O)N1CCC1 (configuration not stated) | -0.1% | 8 | -14 | 0 | 2 | -4 | -37* | -7 | 0.3
C=CCSc1nnc(NC(=O)C2=COCCO2)s1 | 0.9% | 8 | 2 | 5 | -1 | -4 | -6 | -1 | 0.2
COc1ccc(CCNC(=O)CSc2n[nH]c(N)n2)cc1 | 0.7% | -14 | 13 | 3 | 3 | 9 | -11 | 0 | -0.4
CN(C)CCNC(=O)C1CCN(Cc2cc3ccccc3n2Cc2ccccc2)CC1 | 0.5% | -23 | · | 39* | -5 | -6 | -19 | -4 | 1.5
NS(=O)(=O)c1ccc(CCNC(=O)c2coc3ccccc3c2=O)cc1 | 8.2% | -2 | -3 | 3 | 8 | -5 | 11 | 0 | 4.4
COc1ccc(C=NCC2COc3ccccc3O2)cc1OC (configuration not stated) | 3.3% | -10 | -18 | 2 | -9 | -19 | -9 | -4 | 5.5
Cn1c(=O)oc2cc(S(=O)(=O)NCc3ccccc3)ccc21 | 0.7% | -2 | -7 | 6 | -11 | -8 | 11 | 9 | 0.2
ON=C1/C(=N\O)CC2(C/C1=N/O)OCCO2 | 0.0% | 26 | · | 5 | -2 | · | -9 | 4 | ·
Oc1ccccc1Nc1nc(NCc2ccco2)c2ccccc2n1 | -1.6% | -10 | · | 4 | 0 | · | -23 | -12 | ·
Cc1cc2oc(C(=O)NC3CCS(=O)(=O)C3)c(C)c2cc1C (configuration not stated) | -0.5% | -8 | -10 | 0 | 2 | · | 14 | -1 | 0.8
Cc1ccc(OCC(=O)Nc2ccc3nc(SCc4ccccc4)sc3c2)cc1 | 0.3% | · | · | 0 | 2 | -18 | 0 | 0 | 3.2
CSc1ccc(-c2nc3cc(C)ccn3c2Nc2ccc(C)cc2)cc1 | -1.1% | 2 | · | 0 | 6 | 16 | 5 | 2 | 1.0
COc1ccc(N2CCN(C(=O)c3ccc4c(=O)n(CC5CCCO5)c(=O)[nH]c4c3)CC2)cc1 (configuration not stated) | 0.4% | -5 | 11 | 2 | -1 | 3 | -2 | -4 | 0.8
CC1CCCCC1NC(=O)Cn1cc([N+](=O)[O-])ccc1=O (configuration not stated) | -0.5% | 3 | 13 | 5 | 10 | 5 | -3 | -2 | 0.0
COc1ccc(CCNC(=O)CSc2nc3ccccc3o2)cc1 | 0.8% | 2 | 39* | 1 | -9 | 5 | -4 | 3 | -1.4
Cc1ccc2nc(N(Cc3cccnc3)C(=O)CCc3ccccc3)sc2c1 | 0.6% | -24 | · | 9 | 8 | 14 | · | -4 | 1.0
Nn1c(COc2ccccc2F)nnc1SCC(=O)NC1CCCC1 | 0.4% | 2 | 1 | 2 | -4 | -7 | 5 | 0 | 0.1
CCC(C(=O)NC1CC(C)(C)NC(C)(C)C1)c1ccccc1 (configuration not stated) | 2.7% | 9 | 4 | -1 | -3 | -12 | -4 | -14 | -0.4
Cc1nc2c(C(=O)NC(C)c3ccccc3)cnn2c(C)c1Cc1ccccc1 (configuration not stated) | -1.8% | -85* | · | 0 | 6 | · | 2 | 4 | 1.5
O=C(OCC(=O)N1CCN(Cc2ccccc2)CC1)c1ccc(Cl)cc1 | 2.6% | -1 | 9 | 5 | -2 | -4 | -15 | 12 | 0.3
Cc1sc2c(c1C)C(=O)NC(c1ccccc1F)N2 (configuration not stated) | 1.9% | 0 | 4 | 1 | -1 | 2 | -2 | 0 | -0.1
O=C(NC1CC1)c1cccc(Nc2ccc(-c3ccc4c(c3)OCCO4)nn2)c1 | -2.7% | -19 | -5 | 0 | -2 | · | 5 | -6 | 1.6
S=C(NCc1cccnc1)Nc1ccc(Oc2ccccc2)cc1 | 1.1% | -9 | 16 | 13 | -4 | 3 | -21 | -5 | 0.6
CC(CN1CCNCC1)(NS(=O)(=O)c1ccccc1)c1ccccc1 (configuration not stated) | 0.0% | -5 | -14 | 0 | 3 | -11 | -35* | -13 | 0.4
O=C(COc1ccccc1)N/N=C/c1sc(=O)n(Cc2cccc(C(=O)O)c2)c1Cl | 6.0% | -1 | 44* | 4 | -2 | -5 | -7 | 9 | 0.2
Nc1[nH]ncc1C(=O)Nc1cccc(C(F)(F)F)c1 | 1.5% | 3 | -11 | 1 | -2 | 7 | 8 | -7 | 0.6
O=C(NCc1nnc(SCC(=O)N2CCCC2)o1)c1ccco1 | 0.3% | -8 | 6 | 3 | -5 | -8 | 7 | 0 | 0.2

High-throughput results deposited in PubChem by National Center for Advancing Translational Sciences (NCATS).

Some of the compounds tested; rates above refer to the full screens.
